# Screening data as filed in PubChem.
# D2 antag: D2 dopamine receptor (human) antagonism. AID 485344. P14416. HEK293 TREx D2 cells, calcium flux, dopamine EC80. inhibition, % at 10 µM. 2% of 340,000 active; in the data active = inhibition above about 30%; note: 0% is about no effect
# Target sequence (P14416 whole entry, looked up): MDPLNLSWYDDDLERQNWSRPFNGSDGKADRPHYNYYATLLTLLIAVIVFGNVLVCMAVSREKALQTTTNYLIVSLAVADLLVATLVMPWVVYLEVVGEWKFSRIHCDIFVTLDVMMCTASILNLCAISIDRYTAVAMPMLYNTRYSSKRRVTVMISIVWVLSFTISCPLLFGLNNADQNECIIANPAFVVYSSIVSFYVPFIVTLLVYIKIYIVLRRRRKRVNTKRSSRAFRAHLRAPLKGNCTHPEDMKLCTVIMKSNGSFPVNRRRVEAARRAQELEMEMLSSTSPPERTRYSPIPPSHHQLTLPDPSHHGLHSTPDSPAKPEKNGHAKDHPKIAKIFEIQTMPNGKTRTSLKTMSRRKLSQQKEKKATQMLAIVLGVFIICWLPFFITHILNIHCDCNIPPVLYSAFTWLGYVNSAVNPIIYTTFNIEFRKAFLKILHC
#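 Tetracycline-induced HEK293 TREx cells expressing D2 receptor forced-coupled to calcium signalling, loaded with no-wash calcium dye. Compounds added and calcium flux read 180 s, then dopamine added at EC80 and read a further 180 s.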
# Pin1 inhibitor: inhibitors of human Pin1 | AID 504891 | Pin1 FP peptide displacement, HiFluor488, 10 min | Q13526 | 0.009% of 390,000 active | Potency, µM (doses to about 115 µM), for inactives: at the top dose activity, negative = inhibition, usual class: inhibitors; active = well fitted inhibition curve with a large enough effect in the polarisation, with a control signal flat, not every such curve was filed as active; inconclusive = small, poorly fitted or top-dose-only effect, or effect the other way, or a change in a side signal; inactive = no such curve, though single readings can be large or run the other way; the % refers to the polarisation; note: potency is the fitted concentration of half-maximal effect; % is set by controls: 0 for no effect and ±100 for the full control effect
# Target sequence (Q13526 whole entry, looked up): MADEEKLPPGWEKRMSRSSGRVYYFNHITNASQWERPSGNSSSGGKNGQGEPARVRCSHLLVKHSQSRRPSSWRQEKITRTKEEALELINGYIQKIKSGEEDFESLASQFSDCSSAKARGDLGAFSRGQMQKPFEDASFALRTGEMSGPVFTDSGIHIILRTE
# TRHR PAM: allosterically enhances the human TRH receptor. TRHR cells, fluo-8 calcium fluorescence, EC20 TRH enhancement. P34981. enhancement, % at 2 µM. 0.66% of 360,000 active; in the data active = enhancement above about 30%; note: 0% is about no effect
# Target sequence (P34981 whole entry, looked up): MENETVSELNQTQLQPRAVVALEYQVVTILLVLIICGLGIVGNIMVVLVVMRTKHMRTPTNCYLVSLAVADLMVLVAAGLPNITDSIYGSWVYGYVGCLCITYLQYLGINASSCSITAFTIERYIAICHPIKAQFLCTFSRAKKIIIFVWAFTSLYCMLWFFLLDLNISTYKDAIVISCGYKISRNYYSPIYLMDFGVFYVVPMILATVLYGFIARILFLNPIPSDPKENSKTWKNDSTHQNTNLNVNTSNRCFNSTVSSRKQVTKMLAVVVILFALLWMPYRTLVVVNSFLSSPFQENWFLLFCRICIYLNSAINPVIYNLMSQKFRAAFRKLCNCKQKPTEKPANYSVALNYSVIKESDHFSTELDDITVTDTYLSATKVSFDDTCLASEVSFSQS
#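 Enhancer read-out: after compound pinning and an initial kinetic agonist-mode read, an EC20 of TRH (10 nM final) was injected and fluo-8 calcium signal (Ex 480/Em 530) followed at 1 s/cycle for 100 cycles in TRHR-expressing cells.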
# USP1 inh: USP1/UAF1 (human) deubiquitinase inhibition. O94782. recombinant USP1/UAF1, Ub-Rhodamine cleavage fluorescence. Potency, µM (titrated, usually from 57.1 µM), without a hit: top-dose activity change, negative = inhibition, usual class: inhibitors. 0.23% of 390,000 active. AID 743255; note: potency is the fitted concentration of half-maximal effect; % is set by controls: 0 for no effect and ±100 for the full control effect; nearly all actives have a fitted effect of over 60% in size; inactives centre near -12
#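 1 nM enzyme complex + cpd, 15 min RT; start with Ub-Rho 150nM final; kinetic fluorescence ex 480/em 540, 6 reads q60 s. Buffer 50mM HEPES pH 7.8, 0.5mM EDTA, 0.1 mg/ml BSA, 1mM TCEP, 0.01% Tween-20.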
# TRHR agonist: TRH receptor (human) agonism; 0.18% of 360,000 active; activation, % at 2 µM; P34981; TRHR cells, calcium flux fluo-8, FDSS agonist mode; in the data active = activation above about 30%; note: 0% is about no effect
#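 Steps: seed TRHR cells overnight; add fluo-8 no-wash Ca dye, RT 30 min–1.5 h; record 10 s baseline; pin-transfer compounds; monitor fluorescence 1 cycle/s for the agonist window. Calcium increases flag candidate agonists.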
# D2 agonist: D2 dopamine receptor (human) agonism; activation, % at 2 µM; 0.53% of 340,000 active; HEK293 T-REx D2 cells, calcium flux agonist mode;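 active = activation over 3 SD above normal in the single-dose calcium agonist read, cut at about 30% in these data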; note: 0% is about no effect
#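 Calcium-flux readout, 1 cycle/sec over 180 s following compound pin transfer, in inducible HEK293 Trex D2 cells (force-coupled); dopamine controls included. Positive calcium responses during this window marked compounds as potential agonists.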
# TrxR1 inh: blocks rat thioredoxin reductase 1 | 1% of 390,000 active | O89049 | Potency, µM (series often up to 114 µM), inactives show top-dose activity change, negative = inhibition, actives largely listed as inhibitors | recombinant rTrxR1, NADPH fluorescence consumption, selenite substrate; note: potency is the fitted concentration of half-maximal effect; % is set by controls: 0 for no effect and ±100 for the full control effect; nearly all actives have a fitted effect of over 65% in size
#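 Rat TrxR1 (90 nM in the dispensed reagent) was pre-reduced with 400 uM NADPH for 5 min at room temperature, then incubated with compound for 15 min. After 400 uM selenite was added, NADPH fluorescence (Ex 340/Em 450 nm) was followed for 8 min.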
# TrxR1 substrate: is turned over as a substrate by rat TrxR1. O89049. purified TrxR1 substrate turnover, NADPH consumption readout. Potency, µM (titrated, usually from 114 µM), inactives show at the highest dose activity change, negative = substrate turnover. 0.01% of 390,000 active. AID 588456; note: potency is the fitted concentration of half-maximal effect; % is set by controls: 0 for no effect and ±100 for the full control effect; nearly all actives have a fitted effect of over 50% in size
#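 Rat TrxR1, dispensed at 90 nM, was prereduced with 400 uM NADPH (final) for 5 min at ~22 deg C, then incubated with compound 15 min before 400 uM selenite. A first-read NADPH fluorescence drop versus no-compound background flagged substrates.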
# IDH1 R132H inh: human IDH1 R132H inhibition. IDH1-R132H enzyme, NADPH consumption, diaphorase/resazurin fluorescence. AID 602179. 0.093% of 390,000 active. O75874. Potency, µM (series often up to 76.6 µM), without a hit: at the highest dose activity change, negative = inhibition, usual class: inhibitors; note: potency is the fitted concentration of half-maximal effect; % is set by controls: 0 for no effect and ±100 for the full control effect; nearly all actives have a fitted effect of over 65% in size
#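 IDH1-R132H (0.5 ug/mL) preincubated 30 min with compound, then NADPH (0.016 mM) and alpha-KG (2 mM) added; 80 min at RT, pH 7.5. Remaining NADPH coupled via diaphorase/resazurin to fluorescence (540/590 nm); concentration-response curves normalized to no-enzyme control.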
# Starred values were filed as active, the others as inactive; ? = inconclusive; / = no result given; [ ] = another dose, or the depositor's remark. Unless noted, calls come from the whole dose curve; as a rule, active = well fitted inhibition curve with a large enough effect; inconclusive = small, poorly fitted or top-dose-only effect; inactive = no such curve, though single readings can be large or run the other way.
nr	SMILES	D2 antag	Pin1 inhibitor	TRHR PAM	USP1 inh	TRHR agonist
1	O=C(NCc1ccccc1)c1ccc2nc(N3CCOCC3)sc2c1	-9	-7%	2	-9%	-0.1
2	CN1CCN(c2ccc([N+](=O)[O-])cc2NC(=O)c2ccco2)CC1	-19	-2%	-7	-12%	0.3
3	CCN1CCN(C(=O)c2cn(CCOC)c(=O)c3c2c2ccccc2n3C)CC1	-5	3%	-2	-13%	-0.1
4	CCOC(=O)N1CCN(c2c(NCCc3ccc(C)cc3)c(=O)c2=O)CC1	-8	-2%	-3	-11%	0.1
5	Clc1ccc(-n2nnnc2-c2ccccc2)cc1	-4	-9%	1	-6%	-0.7
6	COc1cccc(CNCCc2c[nH]c3ccccc23)c1OCc1ccc(F)cc1	-20	-2%	13	0%	0.8
7	CCN(Cc1ccccc1)C(=O)c1ccc(NC(=O)c2ccc(OC)cc2)cc1	1	-4%	24	-26%	-0.4
8	O=C(O)CSCC(=O)Nc1cc(C(F)(F)F)ccc1Cl	-7	-13%	4	-1%	0.1
9	Cc1cnc(NC(=O)c2cc3ccccc3o2)s1	13	0%	-1	-20%	0.1
10	CCOC(=O)C1=C(CN2CCN(c3ccc(C)cc3C)CC2)NC(=O)NC1c1ccc(OC)cc1 (centres undefined)	/	12%	2	-24%	0.4
11	Cc1cc(C)nc(SCc2nnc(SCC(=O)OC3CCCCC3)o2)n1	-13	5%	-5	-17%	1.8
12	Cc1nc(-c2ccccc2O)n(-c2ccccc2)n1	-18	-3%	-7	-13%	0.2
13	Cc1ccc(NC(=O)CCS(=O)(=O)c2ccc3c(c2)NC(=O)C(C)S3)nc1 (centres undefined)	1	-8%	1	-1%	-0.1
14	CC(C)(C)CC(=O)Nc1ccccc1N1CCN(c2ccccc2)CC1	6	-5%	-3	-5%	-0.1
15	O=C(O)c1cc(NCc2ccc3c(c2)OCO3)ccc1N1CCOCC1	/	0%	10	-2%	-2.6

nr	D2 agonist	TrxR1 inh	TrxR1 substrate	IDH1 R132H inh
1	-0.1	?	2%	1%
2	-0.1	21%	-3%	0%
3	0.5	-9%	94%[activator]	-2%
4	0.1	6%	1%	3%
5	-0.7	21%	4%	5%
6	-0.6	6%	-1%	19%
7	-0.4	24%	-2%	-7%
8	1.0	22%	10%	4%
9	-0.4	10%	4%	3%
10	/	1%	-13%	0%
11	0.5	-6%	-6%	15%
12	0.5	3%	-3%	6%
13	1.8	32%	-4%	2%
14	-0.3	-8%	-13%	-10%
15	/	-17%	-4%	7%

# One compound at a time (already shown). Order of values: D2 antag	Pin1 inhibitor	TRHR PAM	USP1 inh	TRHR agonist	D2 agonist	TrxR1 inh	TrxR1 substrate	IDH1 R132H inh
# `CC(C)(C)CC(=O)Nc1ccccc1N1CCN(c2ccccc2)CC1` is listed with 6	-5%	-3	-5%	-0.1	-0.3	-8%	-13%	-10%
# `O=C(O)c1cc(NCc2ccc3c(c2)OCO3)ccc1N1CCOCC1` is listed with /	0%	10	-2%	-2.6	/	-17%	-4%	7%

# (next part)
nr	SMILES	D2 antag	Pin1 inhibitor	TRHR PAM	USP1 inh	TRHR agonist
16	N#Cc1nc(COc2cccc(Cl)c2)oc1N1CCCC1	5	-1%	-8	-12%	-0.4
17	O=C(CCn1c(=S)[nH]c2ccccc2c1=O)NCCSCc1ccccc1	19	6%	3	-17%	0.5
18	CC(C)Cc1ccc(-c2cc(=O)[nH][nH]2)cc1	8	-4%	-12	-17%	1.4
19	O=C(c1cccc(N2C(=O)c3ccccc3C2=O)c1)N1CCCCCC1	-6	25%	-1	-18%	-0.8
20	Cc1cc(=O)n2[nH]c(NCc3ccc(F)cc3)nc2n1	/	-9%	12	3%	-1.2
21	CCn1c(=N)n(CC(O)c2cccs2)c2ccccc21 (centres undefined)	-19	3%	-4	-19%	0.0
22	Cc1ccc(OCC(=O)N2CCC(N3CCCCCC3)CC2)cc1	/	1%	3	2%	-0.1
23	COC(=O)/C=C/c1ccccc1CN1[C@@H](CC(=O)OC)c2ccccc2S1(=O)=O	16	-7%	-2	?	-0.7
24	CC(=O)Nc1nnc(SCC(=O)NC2CC2)s1	8	-11%	5	-18%	0.4
25	COc1ccc(-n2ncc3c2CC(C)(C)CC3NC(=O)c2cnc(C)cn2)cc1 (centres undefined)	/	-8%	6	-22%	-0.2
26	CCOc1ccc(N(C)Cc2cc(=O)oc3ccc(OC)cc23)cc1	14	-1%	-4	-16%	-0.6
27	CCC(C)NC(=O)N[C@@H](CCSC)C(=O)OC (some centres undefined)	-7	-13%	-2	-15%	0.3
28	O=C(c1ccc(CN2CCOCC2)cc1)N1CCC(Cc2ccccc2)CC1	0	1%	10	-4%	-0.1
29	N#C/C(=C(/O)c1cc2ccccc2o1)c1nc2ccccc2s1	14	0%	-2	-22%	-0.3
30	COc1ccc(CCNS(=O)(=O)c2c(C)nc3sc(C)cn3c2=O)cc1OC	/	-10%	-3	-8%	0.0

nr	D2 agonist	TrxR1 inh	TrxR1 substrate	IDH1 R132H inh
16	-0.7	24%	1%	-13%
17	0.0	22%[57.1 µM]	6%[57.1 µM]	15%
18	0.0	16%	5%	-5%
19	-0.3	-1%	6%	4%
20	-1.1	7%	-6%	15%
21	0.7	26%	7%	-4%
22	/	-24%	-2%	5%
23	0.8	7%	-1%	6%
24	0.6	9%	0%	4%
25	/	21%[57.1 µM]	4%[57.1 µM]	0%
26	0.8	8%	-2%	-2%
27	0.6	13%[57.1 µM]	10%[57.1 µM]	-1%
28	0.7	7%	7%	1%
29	2.2	27%[57.1 µM]	11%[57.1 µM]	9%
30	0.5	6%	-6%	-3%

# Individual results from the results shown.
# CCOc1ccc(N(C)Cc2cc(=O)oc3ccc(OC)cc23)cc1 in TRHR PAM shows -4
# Cc1cc(C)nc(SCc2nnc(SCC(=O)OC3CCCCC3)o2)n1 in TrxR1 inh shows -6%
# COC(=O)/C=C/c1ccccc1CN1[C@@H](CC(=O)OC)c2ccccc2S1(=O)=O in D2 antag shows 16
# CCOC(=O)N1CCN(c2c(NCCc3ccc(C)cc3)c(=O)c2=O)CC1 in USP1 inh shows -11%
# O=C(NCc1ccccc1)c1ccc2nc(N3CCOCC3)sc2c1 in TRHR agonist shows -0.1

# Further structures follow:
nr	SMILES	D2 antag	Pin1 inhibitor	TRHR PAM	USP1 inh	TRHR agonist
31	CC12CC(NC(=O)N1c1cccc(C(=O)NCc3ccccn3)c1)c1ccccc1O2 (centres undefined)	-5	?	-5	-12%	0.3
32	Cc1cccc(NC(=S)NN2CCOCC2)c1C	-5	2%	10	-4%	0.5
33	COC(=O)c1ccccc1NC(=O)n1cc(C)cn1	6	-1%	-8	-2%	1.1
34	O=C(NCCc1ccc(F)cc1)c1cccs1	14	-1%	-6	-1%	-0.5
35	O=C(CCc1ccccc1)NC(=S)Nc1cccc(C(=O)O)c1	2	-16%	0	-24%	0.0
36	CC(C)OC(=O)CSc1nnc(-c2ccc([N+](=O)[O-])cc2)o1	7	0%	12	-20%	0.1
37	CCOP(=O)(OCC)C(Nc1ccc([N+](=O)[O-])cc1)c1ccc(Cl)cc1 (centres undefined)	9	3%	-4	-19%	0.5
38	Cc1cccc(C)c1-n1cccc1/C=C1/C(=N)N2C(=NC1=O)SN=C2S(C)(=O)=O	17	?	-17	-18%	0.6
39	Cc1c(C(=O)N(Cc2cccc(Br)c2)C2CCS(=O)(=O)C2)oc2ccccc12 (centres undefined)	2	2%	1	-18%	0.2
40	Cc1ccsc1C(=O)Nc1nccs1	-13	-7%	9	-13%	0.4
41	Cc1c(C(=O)N(Cc2ccco2)Cc2ccccc2Cl)oc2ccc(F)cc12	/	14%	15	-16%	2.5
42	O=C(CN1CCCCCC1)Nc1cccc(Br)c1	10	-4%	1	-13%	0.0
43	O=C(Nc1ccc(S(=O)(=O)N2CCOCC2)cc1)c1ccccc1	6	-3%	0	-6%	0.1
44	CCN(CC)S(=O)(=O)c1cccc(C(=O)Nc2ccccc2C(=O)Nc2ccc(OC)cc2)c1	/	14%	-6	?	0.2
45	Cc1cccc(C(=O)NCC(=O)N2CCOCC2)c1	-7	-3%	1	-17%	0.3

nr	D2 agonist	TrxR1 inh	TrxR1 substrate	IDH1 R132H inh
31	0.4	12%	1%	-1%
32	-0.1	-15%	8%[57.1 µM]	-1%
33	0.7	-17%	29%	2%
34	-1.0	-7%	-8%	8%
35	-0.2	6%	4%	-5%
36	-0.6	-9%	-9%	-4%
37	-0.1	-1%[57.1 µM]	-2%[57.1 µM]	15%
38	-0.7	-3%[57.1 µM]	-2%[57.1 µM]	-9%
39	0.9	11%	-5%	8%
40	-0.8	5%	-8%	7%
41	0.3	?	10%	14%
42	1.2	?	7%	5%
43	-0.2	18%[57.1 µM]	16%[57.1 µM]	12%
44	0.6	20%[57.1 µM]	1%[57.1 µM]	-7%
45	0.5	20%	6%	-1%

nr	SMILES	D2 antag	Pin1 inhibitor	TRHR PAM	USP1 inh	TRHR agonist
46	Cc1cc(C)c2c(N)c(C(=O)N3CCN(c4ncccn4)CC3)sc2n1	2	-4%	1	0%	-0.8
47	Cc1cc(C(=O)N2CCc3ccccc32)c2cc(F)ccc2n1	-9	5%	-10	2%	-2.0
48	COC(=O)c1cn(C(=O)c2ccc(Br)o2)c2ccccc12	1	-12%	0	-8%	-0.1
49	COc1ccc(NC(=S)NCc2ccccn2)cc1OC	4	4%	5	-3%	-0.9
50	COc1cccc(N(C(=O)Cn2nnc(-c3ccc(F)cc3)n2)C(C(=O)NCC2CCCO2)c2ccc(Cl)cc2)c1 (centres undefined)	-4	7%	8	-6%	0.3

nr	D2 agonist	TrxR1 inh	TrxR1 substrate	IDH1 R132H inh
46	0.4	-18%[57.1 µM]	23%[57.1 µM]	5%
47	-0.1	0%	-3%	0%
48	-0.1	-4%	-5%	-1%
49	-0.8	-16%	-11%	0%
50	1.7	11%[57.1 µM]	3%[57.1 µM]	7%

# A portion of the library; count on the stated rates, not on these rows.
